TSHR antagonist – human thyrotropin receptor antagonism. P16473. AID 504810. 330,000 tested, 0.2% active. TSHR-expressing cells, TSH-stimulated cAMP HTRF, 2 h; hits give low values. activity change, negative = inhibition, % at 11.5 µM;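 active = activity change below a set negative limit, meaning inhibition stronger than a set level, cut at about -70% in these data; inconclusive = activity change between two set negative limits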; note: % is set by controls: 0 for no effect and ±100 for the full control effect
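Inhibition of cAMP made by TSHR-expressing cells under TSH stimulation (4nM final, EC80; 2 h, 37 deg C) is quantified with a one-step lysis HTRF kit, anti-cAMP cryptate versus cAMP-d2.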
ELG1 repair inh – inhibitors of ELG1-dependent DNA repair in HEK293T cells; Potency, µM (doses to about 46.1 µM), without a hit: top-dose activity change, negative = inhibition, most hits filed as inhibitors; HEK293T ELG1-luciferase reporter, luminescence, 16 h; DNA damage induced by 5-fluorouridine; 330,000 tested, 2.3% active; note: potency is the fitted concentration of half-maximal effect; % is set by controls: 0 for no effect and ±100 for the full control effect; nearly all actives have a fitted effect of over 55% in size
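Quantitative HTS, concentration-response format. 2,000 cells/well co-treated with 5-fluorouridine and compound, 16 hr in 5% CO2 at 37 °C; ONE-Glo luminescence read after 30 min.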
TSG101-PTAP inh – blocks PTAP/TSG101 interaction to inhibit HIV-1 budding; Q99816; Fluorescence polarization, FITC-PTAP peptide / Tsg101 binding; Potency, µM (titrated, usually from 115 µM), for inactives: top-dose activity change, negative = inhibition, hits mostly inhibitors; 340,000 tested, under 10 active; AID 493005; active = well fitted inhibition curve with a large enough effect in the main read-out, with a control signal flat, not every such curve was filed as active; inconclusive = small, poorly fitted or top-dose-only effect, or effect the other way, or a change in a side signal; inactive = no such curve, though single readings can be large or run the other way; note: potency is the fitted concentration of half-maximal effect; % of control where 0% means no effect
Target sequence (Q99816 whole entry, looked up): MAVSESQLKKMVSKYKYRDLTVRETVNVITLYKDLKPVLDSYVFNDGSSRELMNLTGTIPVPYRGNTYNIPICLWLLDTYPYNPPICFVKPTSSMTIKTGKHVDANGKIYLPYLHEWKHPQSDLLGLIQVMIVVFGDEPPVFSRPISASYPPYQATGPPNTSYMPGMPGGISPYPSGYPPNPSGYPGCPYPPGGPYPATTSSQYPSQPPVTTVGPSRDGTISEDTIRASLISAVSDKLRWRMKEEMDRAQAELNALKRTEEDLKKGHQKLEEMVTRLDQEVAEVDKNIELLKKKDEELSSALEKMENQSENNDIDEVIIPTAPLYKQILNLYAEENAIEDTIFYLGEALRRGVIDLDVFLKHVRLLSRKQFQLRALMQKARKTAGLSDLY
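Steps: Tsg101 binding domain dispensed (10 uM final), compounds pinned in DMSO, FITC-labeled PTAP-motif peptide added (50 nM final); after 20 min binding at room temperature, polarization measured.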
ASM inhibitor – blocks human secretory acid sphingomyelinase; Potency, µM (doses to about 57.5 µM), without a hit: at the top dose activity change, negative = inhibition, most hits filed as inhibitors; AID 504937; placental ASM, HMU-PC fluorogenic substrate, 60 min; 340,000 tested, 0.006% active; note: potency is the fitted concentration of half-maximal effect
Target sequence (P17405 47-631 limits assumed): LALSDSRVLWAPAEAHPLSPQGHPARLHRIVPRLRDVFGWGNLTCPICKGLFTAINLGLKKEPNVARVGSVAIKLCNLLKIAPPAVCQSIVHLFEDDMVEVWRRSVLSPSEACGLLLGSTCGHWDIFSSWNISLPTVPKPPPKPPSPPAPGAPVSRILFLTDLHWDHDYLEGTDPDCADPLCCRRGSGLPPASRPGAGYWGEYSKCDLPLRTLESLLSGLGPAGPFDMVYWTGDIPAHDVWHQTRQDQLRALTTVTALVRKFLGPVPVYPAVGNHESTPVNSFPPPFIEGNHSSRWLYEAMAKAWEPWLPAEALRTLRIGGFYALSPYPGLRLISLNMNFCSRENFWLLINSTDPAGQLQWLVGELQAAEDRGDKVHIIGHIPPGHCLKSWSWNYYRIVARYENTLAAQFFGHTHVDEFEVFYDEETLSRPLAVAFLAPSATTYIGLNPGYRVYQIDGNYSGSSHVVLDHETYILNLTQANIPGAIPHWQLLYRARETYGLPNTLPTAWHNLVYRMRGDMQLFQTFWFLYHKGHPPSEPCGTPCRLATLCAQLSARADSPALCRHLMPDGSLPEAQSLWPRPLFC
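Fluorescence read-out (Ex 386 nm, Em 447 nm) after stopping the reaction at pH 10. Enzyme: ASM from human placenta; substrate HMU-PC0, 9 uM final; 60 min, 37 °C. Compound preincubation 10 min, ambient temperature.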
Tb PFK inh – inhibitors of T. brucei phosphofructokinase; Potency, µM (top dose mostly 57.5 µM), for inactives: at the top dose activity, negative = inhibition, usual class: inhibitors; O15648; AID 485367; T. brucei PFK, ADP-Glo luminescence; 330,000 tested, 0.17% active;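 note: potency is the fitted concentration of half-maximal effect; 0% = uninhibited 1x PFK enzyme wells and -100% = no-enzyme wells; nearly all actives have a fitted effect of over 60% in size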
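In TEA buffer at pH 8.0 with 5 mM MgCl2, enzyme (1.25 nM) converted F6P (0.5 mM) and ATP (0.1 mM) for 45 min at room temperature. ADP product was read by luciferase luminescence.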
TCR activator – T cell receptor activation. primary human leukocytes, anti-CD3, IL-2 HTRF, 48 h. AID 504894. 330,000 tested, under 10 active. Potency, µM (titrated, usually from 9.22 µM), for inactives: at the top dose activation of IL-2 secretion, actives largely listed as activators; note: % of control where 0% means no effect
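Readout: HTRF IL-2, Eu-cryptate/d2 antibody pair, 320nm excitation, 665nm emission. Stimulus: a-CD3 beads, no co-stimulation. Cells: primary human leukocytes. Exposure: 48 hr with compound.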
Integrin act MD – activates integrin-mediated alleviation for muscular dystrophy. alpha7betagal myoblasts, beta-gal FDG fluorescence, 48 h. 350,000 tested, 0.064% active. Potency, µM (titrated, usually from 38.3 µM), without a hit: at the top dose activation, actives largely listed as activators;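 note: potency is the fitted concentration of half-maximal effect; 100% = response of the positive control SU9516; nearly all actives have a fitted effect of over 60% in size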
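Alpha7betagal+/- myoblasts (passage 13) were plated 16-24 hr, then exposed to compounds (1:260 dilution of DMSO stock) for 48 hours at 37C. After MPER lysis, β-galactosidase reporter activity was read as FDG fluorescence (ex 480/em 540) after 30 minutes.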
Mito fusion yeast – blocks mitochondrial division or promotes mitochondrial fusion; S. cerevisiae fusion-defective mutant growth rescue, CellTiterGlo 48 h; 320,000 tested, 0.23% active; Potency, µM (titrated, usually from 46.1 µM), without a hit: top-dose growth rescue (activation), usual class: activators; AID 485298;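 note: potency is the fitted concentration of half-maximal effect; % of control where 0% means no effect; nearly all actives have a fitted effect of over 45% in size; temperature-sensitive fusion mutants such as fzo1-1 at 37 °C on non-fermentable ethanol glycerol medium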
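Read-out: ATP-based luminescence (CellTiterGlo, 10 min ambient) reporting growth of fusion-defective ts yeast after 48 hours at 37C on glycerol/ethanol YPEG medium in the presence of compound.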
AT treatment – candidate therapy for ataxia-telangiectasia; […] A-T fibroblasts, KAP-1 phosphorylation AlphaLISA; neocarzinostatin DNA damage 30 min before lysis; 320,000 tested, 0.19% active; Potency, µM (highest dose often 57.5 µM), without a hit: at the top dose activation, actives largely listed as activators; note: potency is the fitted concentration of half-maximal effect; % of control where 0% means no effect; nearly all actives have a fitted effect of over 45% in size
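hTERT-immortalized A-T patient fibroblasts ([…]), 500 cells/well in OPTI-MEM, 1% FBS, got compounds for 60 min, then NCS for 30 min at 37C. Lysates were then assayed for phospho-KAP-1 by AlphaLISA (anti-pKAP1 donor, anti-KAP1 acceptor beads), 6 hr at 25C.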
Chronic BCR inh – blocks chronic active B-cell receptor signaling | ABC-DLBCL IkBa-CBG/CBR reporter, luminescence ratio, 4 h | 340,000 tested, 0.05% active | Potency, µM (highest dose often 46.1 µM), without a hit: at the top dose ratio change, negative = lower green/red ratio, usual class: inhibitors; active = well fitted inhibition curve with a large enough effect in the signal ratio, with a control signal flat, not every such curve was filed as active; inconclusive = small, poorly fitted or top-dose-only effect, or effect the other way, or a change in a side signal; the % refers to the signal ratio;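 note: potency is the fitted concentration of half-maximal effect; plate controls were basal doxycycline-induced cells for no effect and cells given 10 µM MG132 for full effect; MG132 reads +100%, hits lower the ratio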
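Concentration-response series (up to 46 uM) were applied to TMD8 dual-reporter cells for 4 h at 37C with doxycycline. Green/red ratio, after filter-overlap correction, defined %Activity; red signal alone was normalised to basal cells and zero luminescence.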
Eya2 inh – blocks the phosphatase activity of human Eya2; O00167; recombinant Eya2, OMFP fluorescence dephosphorylation (OMFP is methylfluorescein phosphate); Potency, µM (highest dose often 76.9 µM), without a hit: at the highest dose activity, negative = inhibition, actives largely listed as inhibitors; 330,000 tested, 0.006% active; AID 488837; note: potency is the fitted concentration of half-maximal effect; % is set by controls: 0 for no effect and ±100 for the full control effect
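Eya2 (0.2 uM) preincubated 10 min at ambient with compound, then OMFP substrate added at 50 uM; 10 min reaction in 50 mM HEPES pH 7.5, 50 mM NaCl, 5 uM MgCl2, 0.05% BSA, 1 mM DTT. Fluorescence read at Ex 485/Em 525 nm.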
* = called active by the depositor; ? = inconclusive; . = no result given; [ ] = remark or other dose. Unless noted, calls come from the whole dose curve; as a rule, active = well fitted curve in the direction sought with a large enough effect; inconclusive = small, poorly fitted or top-dose-only effect, or another doubt; inactive = no such curve, though single readings can be large; an effect the other way counts as inactive or inconclusive.

SMILES | TSHR antagonist | ELG1 repair inh | TSG101-PTAP inh | ASM inhibitor | Tb PFK inh | TCR activator | Integrin act MD | Mito fusion yeast | AT treatment | Chronic BCR inh | Eya2 inh
COC(=O)CN(Cc1ccccc1)S(=O)(=O)c1ccc(OC)c(OC)c1 | 7 | 1% | -4% | 1% | 0% | -2% | -23% | 6% | 1% | -5% | 13%
COc1ccccc1C(=O)NCCOc1ccc(C(C)(C)C)cc1 | -14 | -15% | 0% | 3% | -4% | . | 8.9µM* | -4% | 0% | -9% | -19%
O=C(/C=C/c1ccco1)Nc1ccc(C(=O)N2CCOCC2)cc1 | 11 | ? | 0% | 0% | ? | 4%[46.1 µM] | 17% | 0% | 1% | -1% | -1%
CC(C)(C)OC(=O)NN1CC(=O)N2Cc3ccccc3C[C@@H]2C1=O | 0 | 8% | -1% | -1% | -2% | -4% | -15% | -4% | -1% | ? | -6%
CC(C)NC(=O)CCn1nc(-c2ccc(Cl)cc2)c2ccccc2c1=O | -7 | ? | -1% | -2% | 1% | -1% | -39% | 12% | 2% | 0% | 13%
Cc1ccc(OCC(=O)NNC(=O)Cn2c(=O)cnc3ccccc32)cc1 | 2 | 13% | -1% | -3% | -2% | 4% | 3% | -3% | 7% | ? | 2%
Cc1cccc(C(=O)c2ccccc2C(=O)O)c1O | -1 | 27% | -6% | 0% | 0% | -7% | -3% | 3% | 0% | 0% | -8%
COc1cc(NC(=O)CCN2C(=O)NC3(CCCC3)C2=O)c(OC)cc1Cl | 9 | 9% | -1% | 1% | -3% | 3% | 35% | -6% | 1% | 6% | 14%
CCCC(=O)C1C(=O)CC(CC(C)SCC)CC1=O (configuration not stated) | 1 | -1% | -2% | -1% | -2% | 8% | -11% | -1% | . | ? | 4%
CCN1CCCC1CNC(=O)c1ccc(N2CCOCC2)c(NS(=O)(=O)c2ccc(OC)cc2)c1 (configuration not stated) | 2 | ? | -5% | -1% | 0% | -1% | ? | -3% | 2% | 0% | -1%
COc1ccc(C(C)=O)cc1COc1ccc(-n2cnnn2)cc1 | 15 | ? | -3% | 0% | -1% | 3% | -13% | 4% | 1% | ? | 2%
COc1ccc(CCNC(=O)CCCc2nnc3n(C)c(=O)c4sccc4n23)cc1OC | 12 | -2% | -11% | -13% | -1% | 4% | 2% | 2% | 1% | 0% | 4%
Cc1cc(C)n2nc(CCCO)nc2n1 | 1 | 17% | -3% | 2% | -4% | -7% | 23% | 11% | 0% | 4% | 2%
COc1ccc(F)cc1S(=O)(=O)Nc1ccc(C)cc1 | -2 | 9% | 0% | 2% | 0% | -1% | -19% | -2% | -7% | 3% | 3%
Clc1ccc2nnc(Cl)n2n1 | 21 | -9% | -1% | -3% | 2% | . | -5% | -2% | 2% | 8% | 6%
O=C(NCCC1=CCCCC1)c1cc(COc2c(F)cccc2F)on1 | -29 | 24% | -7% | 2% | 1% | -1% | -19% | -25% | 7% | 6% | -2%
COc1ccc2c(c1)C(=O)N1[C@H]3c4cc(C)ccc4OC[C@@H]3[C@H](c3ccccc3)[C@]1(C)C(=O)N2 | -9 | ? | -6% | -11% | -3% | -4% | -11% | 1% | 8% | ? | 8%
COc1ccc(NS(=O)(=O)c2ccc(-c3cnc(C4CC4)o3)cc2)cc1OC | -35 | 1.8µM* | 1% | 2% | 1% | 2% | -5% | 4% | 4% | ? | -3%
Cc1cc(C(=O)NCc2ccc(Cl)cc2)n(-c2ccccc2)n1 | 6 | -20% | 1% | -1% | 1% | 2% | 32% | -1% | -5% | 17% | 3%
O=C(Cc1cccs1)Nc1cc(S(=O)(=O)N2CCCCC2)ccc1Cl | 5 | 0% | -4% | 2% | 0% | 4% | -27% | 13% | 16% | -7% | 6%
N#Cc1ccccc1OCC(=O)OCC(=O)c1ccc[nH]1 | 1 | 0% | -5% | -1% | -4% | -12% | 5% | -3% | 3% | 0% | 1%
CCOC(=O)C1(C(F)(F)F)N=C(c2cccnc2)OC(N2CCOCC2)=N1 (configuration not stated) | -1 | 3% | -2% | 1% | 1% | 1% | 1% | 3% | 14% | -5% | 3%[15.4 µM]
COc1ccc(C2/C=C\CN(S(=O)(=O)c3ccc(-c4ccccc4)cc3)CC(=O)N2Cc2ccc(F)cc2)cc1 (configuration not stated) | -1 | 0% | . | 0% | -6% | -7% | 15% | 0% | -23% | 0% | 4%
CC1CCCCN1C(=O)C1CCN(S(=O)(=O)c2ccc(-n3cnnn3)cc2)CC1 (configuration not stated) | 4 | -27% | -1% | 0% | 0% | 1% | -8% | -7% | -10% | 2% | 3%
Cc1ccc(-c2nnn(CC(=O)N(Cc3cccs3)C(C(=O)NC3CCCCC3)c3ccco3)n2)o1 (configuration not stated) | -5 | ? | 0% | 4% | -1% | -9% | 18% | 1% | -4% | -11% | 1%
CCOc1ccc(C(=O)NCCN(C)C)cc1 | 4 | 17% | . | -1% | 7% | . | -22% | -2% | -13% | 5% | -5%
Cc1c(C(=O)NC(C)C2CC3CCC2C3)cccc1[N+](=O)[O-] (configuration not stated) | -4 | -3% | -3% | -6% | -10% | 1% | 10% | -2% | 1% | 3% | -6%
O=C(CNc1n[nH]c(=O)[nH]c1=O)N/N=C/c1ccccc1 | 2 | -24% | -2% | -2% | -3% | 7% | 22% | 2% | -1% | 10% | -28%
COCc1cc(C)nc(Nc2ccc(C)cc2C)c1C#N | -5 | -2% | -6% | 16% | -16% | . | 4% | 0% | 5% | 8% | -3%
CCCn1c(SCC(=O)OCC)nc(C(F)(F)F)cc1=O | -10 | -6% | 1% | 3% | 0% | 9% | 3% | -5% | 3% | -6% | 10%
NC(=O)C1CCN(Cc2nc(-c3cccs3)no2)CC1 | 4 | -6% | -2% | 2% | -2% | 1% | 3% | 0% | 4% | 3% | -21%
Cc1ccc(Cn2c(S(=O)(=O)O)nc3ccccc32)cc1 | 2 | 3% | -9% | 6% | -1% | -3% | -4% | 0% | 2% | 4% | 5%
O=C(COc1ccc(Br)cc1Cl)NCCCN1CCOCC1 | -6 | -5% | . | -1% | -7% | 2% | 3% | 8% | 1% | 0% | 3%
CCCn1nc(C(=O)N(C)CC(=O)Nc2ccc(OCC)c(OCC)c2)c2ccccc2c1=O | -2 | 2% | -1% | 3% | -3% | -3% | -29% | -3% | -2% | ? | 14%
CNC(=O)CN(Cc1ccccc1)S(=O)(=O)c1ccccc1 | 5 | -4% | -8% | 2% | 2% | -3% | -21% | -3% | 5% | 2% | 7%

Among those listed so far, five have fluorine.
SMILES | TSHR antagonist | ELG1 repair inh | TSG101-PTAP inh | ASM inhibitor | Tb PFK inh | TCR activator | Integrin act MD | Mito fusion yeast | AT treatment | Chronic BCR inh | Eya2 inh
COc1ccc(F)cc1S(=O)(=O)Nc1ccc(C)cc1 | -2 | 9% | 0% | 2% | 0% | -1% | -19% | -2% | -7% | 3% | 3%
O=C(NCCC1=CCCCC1)c1cc(COc2c(F)cccc2F)on1 | -29 | 24% | -7% | 2% | 1% | -1% | -19% | -25% | 7% | 6% | -2%
CCOC(=O)C1(C(F)(F)F)N=C(c2cccnc2)OC(N2CCOCC2)=N1 (configuration not stated) | -1 | 3% | -2% | 1% | 1% | 1% | 1% | 3% | 14% | -5% | 3%[15.4 µM]
COc1ccc(C2/C=C\CN(S(=O)(=O)c3ccc(-c4ccccc4)cc3)CC(=O)N2Cc2ccc(F)cc2)cc1 (configuration not stated) | -1 | 0% | . | 0% | -6% | -7% | 15% | 0% | -23% | 0% | 4%
CCCn1c(SCC(=O)OCC)nc(C(F)(F)F)cc1=O | -10 | -6% | 1% | 3% | 0% | 9% | 3% | -5% | 3% | -6% | 10%

High-throughput results from PubChem BioAssay.
